BLM inh – qHTS Assay for Inhibitors of Bloom's syndrome helicase (BLM). recombinant BLM DNA unwinding, fluorescence dequenching. Potency, µM (series often up to 56.1 µM), without a hit: at the highest dose activity change, negative = inhibition, actives largely listed as inhibitors. actives 0.2% (n = 350,000). AID 2528, 2010;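 note: plate controls were vehicle for no effect and no enzyme for full effect; nearly all actives have a fitted effect of over 35% in size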
POLI inh – qHTS for Inhibitors of Polymerase Iota | DNA polymerase iota (Homo sapiens), Q9UNA4 | Pol iota fluorescent replication assay, 10 min | Potency, µM (highest dose often 115 µM), without a hit: at the top dose activity, negative = inhibition, hits mostly inhibitors | actives 1% (n = 390,000) | AID 588590, 2011
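Fluorescent replication assay read twice, at 0 min and 10 min after adding 50 nM (final) substrate. Enzyme (10 nM) and compounds were first incubated 15 min at room temperature; enzyme-free buffer wells were negative controls.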
Pol beta inh – qHTS Assay for Inhibitors of DNA Polymerase Beta. P06746. actives 1.3% (n = 340,000). Potency, µM (titrated, usually from 114 µM), for the others: top-dose activity change, negative = inhibition, usual class: inhibitors. Pol beta primer extension/strand displacement, fluorescence kinetic. AID 485314, 2010; note: % is set by controls: 0 for no effect and ±100 for the full control effect
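Enzyme-only controls used 10 nM Pol beta; buffer lacking enzyme served as negative control. Compound preincubated 15 min, then 50 nM substrate added; 0 and 10 min reads at room temperature.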
BAZ2B block – qHTS Assay for Inhibitors of BAZ2B | AID 504333, 2011 | actives 4.4% (n = 360,000) | AlphaScreen BAZ2B-H3K14Ac peptide displacement | Potency, µM (doses to about 114 µM), for inactives: top-dose activity change, negative = inhibition, hits mostly inhibitors | Bromodomain adjacent to zinc finger domain protein 2B (Homo sapiens), Q9UIF8; note: % is set by controls: 0 for no effect and ±100 for the full control effect; nearly all actives have a fitted effect of over 60% in size
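BAZ2B (50 nM) with biotin-H3(5-23)K14Ac peptide (50 nM) in PBS pH 7.4, 0.01% Tween-20, preformed 30 min, then compound 30 min at room temperature; top concentration 110uM. AlphaScreen streptavidin donor/nickel chelate acceptor beads (10 ug/mL final), 20 min dark, signal read.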
JMJD2A Tudor – qHTS Assay for Inhibitors of JMJD2A-Tudor Domain; Lysine-specific demethylase 4A (Homo sapiens), O75164; AlphaScreen JMJD2A-Tudor / H3K4me3 peptide binding; Potency, µM (titrated, usually from 114 µM), for the others: at the highest dose activity change, negative = inhibition, hits mostly inhibitors; actives 4.4% (n = 390,000); AID 504339, 2011; note: % is set by controls: 0 for no effect and ±100 for the full control effect; nearly all actives have a fitted effect of over 50% in size
Target sequence (O75164 whole entry, looked up, the tested form may be a part): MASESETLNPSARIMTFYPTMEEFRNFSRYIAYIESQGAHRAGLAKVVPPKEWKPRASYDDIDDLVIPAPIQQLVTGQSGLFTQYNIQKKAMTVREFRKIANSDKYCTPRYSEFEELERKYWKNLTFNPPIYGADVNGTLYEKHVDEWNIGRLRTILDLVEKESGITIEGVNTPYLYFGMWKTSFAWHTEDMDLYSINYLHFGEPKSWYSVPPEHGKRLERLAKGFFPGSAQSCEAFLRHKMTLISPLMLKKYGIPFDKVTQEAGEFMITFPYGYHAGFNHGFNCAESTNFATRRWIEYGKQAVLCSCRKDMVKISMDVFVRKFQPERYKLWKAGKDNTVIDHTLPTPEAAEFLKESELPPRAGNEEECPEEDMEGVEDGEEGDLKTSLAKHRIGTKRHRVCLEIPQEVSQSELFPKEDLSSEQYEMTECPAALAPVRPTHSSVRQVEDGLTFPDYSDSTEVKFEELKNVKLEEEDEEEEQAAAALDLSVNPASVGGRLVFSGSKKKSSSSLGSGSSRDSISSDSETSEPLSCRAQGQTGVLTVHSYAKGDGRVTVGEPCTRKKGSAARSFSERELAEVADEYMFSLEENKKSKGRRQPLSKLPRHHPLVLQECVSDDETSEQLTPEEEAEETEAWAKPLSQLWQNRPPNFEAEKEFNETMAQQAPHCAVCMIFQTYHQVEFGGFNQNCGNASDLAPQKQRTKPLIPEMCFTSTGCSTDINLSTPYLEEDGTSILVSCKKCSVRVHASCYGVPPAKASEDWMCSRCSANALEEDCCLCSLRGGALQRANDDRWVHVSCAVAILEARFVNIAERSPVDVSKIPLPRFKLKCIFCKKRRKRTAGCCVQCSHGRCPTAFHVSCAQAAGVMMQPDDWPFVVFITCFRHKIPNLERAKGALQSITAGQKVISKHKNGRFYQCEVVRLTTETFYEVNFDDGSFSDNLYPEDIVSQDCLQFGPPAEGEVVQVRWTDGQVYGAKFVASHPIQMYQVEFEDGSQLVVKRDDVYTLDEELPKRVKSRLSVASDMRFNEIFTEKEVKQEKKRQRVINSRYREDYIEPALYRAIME
APEX1 inh – qHTS Assay for Inhibitors of the Human Apurinic/apyrimidinic Endonuclease 1 (APE1). DNA repair nuclease/redox regulator APEX1 (Homo sapiens), P27695. recombinant APE1, TAMRA/BHQ-2 abasic DNA cleavage fluorescence. Potency, µM (titrated, usually from 65.8 µM), for inactives: at the top dose activity change, negative = inhibition, most hits filed as inhibitors. actives 0.35% (n = 350,000);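 note: plate controls were vehicle for no effect and reference inhibitor for full effect; nearly all actives have a fitted effect of over 55% in size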
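APE1 at 0.75 nM final was preincubated with compound 15 min at room temperature, then 50 nM double-stranded THF abasic-site substrate (5'-TAMRA/3'-BHQ-2) was added. Fluorescence (ex 525/em 598 nm) was read kinetically; third-minus-first read gave activity.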
G9a inh – qHTS Assay for Inhibitors of Histone Lysine Methyltransferase G9a. AID 504332, 2011. Potency, µM (highest dose often 102 µM), for inactives: at the highest dose activity, negative = inhibition, usual class: inhibitors. G9a H3K9 monomethylation, AlphaScreen, 2 h. Histone-lysine N-methyltransferase EHMT2 (Homo sapiens), Q96KQ7. actives 8.8% (n = 350,000); note: % is set by controls: 0 for no effect and ±100 for the full control effect; nearly all actives have a fitted effect of over 75% in size
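G9a (20 nM) preincubated 15 min RT with compounds, then 500 nM biotinylated H3K9 peptide and 20 uM SAM added; 2 h RT reaction. Monomethyl-H3K9 product detected by AlphaScreen with anti-H3K9me1 antibody, streptavidin donor and anti-rabbit IgG acceptor beads.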
POLK inh – qHTS for Inhibitors of Polymerase Kappa. Potency, µM (doses to about 107 µM), for inactives: top-dose activity, negative = inhibition, most hits filed as inhibitors. DNA polymerase kappa (Homo sapiens), Q9UBT6. AID 588579, 2011. purified Pol kappa, fluorescent DNA synthesis assay, 10 min. actives 0.53% (n = 400,000); note: % is set by controls: 0 for no effect and ±100 for the full control effect
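Pol kappa 10 nM + cpd, 15 min RT; start w/ substrate 50 nM final; fluorescence kinetic read, 0 and 10 min. Neg ctrl: buffer, no enzyme.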
POLH inh – qHTS for Inhibitors of Polymerase Eta; DNA polymerase eta (Homo sapiens), Q9Y253; recombinant Pol eta, fluorescent DNA replication assay; Potency, µM (series often up to 114 µM), for inactives: at the top dose activity change, negative = inhibition, hits mostly inhibitors; actives 1.2% (n = 390,000); note: % is set by controls: 0 for no effect and ±100 for the full control effect
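Fluorescent replication assay: 50 nM final substrate added after a 15 min room-temperature compound preincubation with 10 nM enzyme. Signal taken at 0 min and again at 10 min.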
An asterisk follows results filed as active; ? = inconclusive; / = not tested or not shown; [ ] = dose if it differs, or a comment. Calls come from the whole dose curve; as a rule, active = well fitted curve in the direction sought with a large enough effect; inconclusive = small, poorly fitted or top-dose-only effect, or another doubt; inactive = no such curve, though single readings can be large; an effect the other way counts as inactive or inconclusive. Potency is the fitted concentration of half-maximal effect. This is a subset. The share of hits here may be higher or lower than overall.

#	canonical_smiles	BLM inh	POLI inh	Pol beta inh	BAZ2B block	JMJD2A Tudor
1	COC(=O)[C@H](CCSC)NC(=O)NCc1ccccn1	-1%	-3%	-19%	-3%	-14%
2	CCOC(=O)c1ccc(NC(=O)CSc2nc(=O)n3cccc(C)c3n2)cc1	/	-22%	/	11%	-8%
3	Cc1ccc(C)c(NC(=O)Cn2cc(C(=O)c3cccs3)c3ccccc32)c1	-5%	-28%	?	1%	-24%
4	N#Cc1c(C(F)(F)F)cc(C2CC2)[nH]c1=O	5%	19%	?	11%	-6%
5	COC(=O)CCC(=O)OC1(C)C(=O)C=C2C=C(C3CC3)N(C3CCCC3)C=C2C1=O (configuration not stated)	-7%[12.4 µM]	57%[activator]	-1%	-8%	-15%
6	O=C(OCN1C(=O)c2ccccc2C1=O)c1cccs1	-1%	-3%	-2%	-1%	-11%
7	CCOC(=O)C1=C(CN2CCN(c3ccc(OC)cc3)CC2)NC(=O)NC1c1ccc(OC)cc1 (configuration not stated)	-4%	0%	-3%	40µM*	56µM*
8	COc1cc(C(=O)Nc2ccc(S(=O)(=O)N3CCc4ccccc43)cc2)cc(OC)c1OC	-16%	?	0%	-2%	-24%
9	CC(C)OCCCNC(=O)c1cccs1	0%	35%[activator]	8%	8%	-6%
10	COc1ccc(S(=O)(=O)N2CCOCC2)cc1NC(=O)COC(=O)CCOc1ccc(C)cc1	/	6%	/	-5%	-12%
11	CCOC(=O)C1CCCN(C(=O)c2ccc(C)cc2O)C1 (configuration not stated)	-3%	13%	3%	8%	-4%
12	Cc1nc2c(c(=O)c3ccccc3n2C)c(=O)n1C1CCCCCC1	-11%	146%[activator]	8%	-6%	-8%
13	CC(Oc1ccccc1F)C(=O)NNC(=O)Cc1ccc(S(=O)(=O)N2CCOCC2)s1 (configuration not stated)	/	25%	/	/	-17%
14	Oc1ccc(C[C@@H]2CNC(=S)N2CCCCC2CCCCC2)cc1	-9%	12%	0%	-36%	?
15	CC(C)Cc1ccc(S(=O)(=O)NCc2nc3cccnc3n2Cc2ccccc2)cc1	2%	17%	?	-2%	-21%

#	APEX1 inh	G9a inh	POLK inh	POLH inh
1	4%	?	-8%	-4%
2	-10%	-27%	-12%	-6%
3	/	9%[59 µM]	7%	8%
4	-5%	11%[59 µM]	-4%	-7%
5	-2%[12.4 µM]	5%[59 µM]	-9%	2%
6	-4%	10%	-16%	-8%
7	/	11µM*	-10%	-12%
8	-5%	3%[59 µM]	-18%	-5%
9	-3%	-7%[59 µM]	1%	-5%
10	-1%	-22%	-16%	-15%
11	3%	13%[59 µM]	0%	-1%
12	-10%	-9%[59 µM]	-6%	-2%
13	/	/	-12%	-23%
14	4%	16%[59 µM]	-17%	-17%
15	/	6%[59 µM]	-10%[60.1 µM]	-13%

The list goes on:
#	canonical_smiles	BLM inh	POLI inh	Pol beta inh	BAZ2B block	JMJD2A Tudor
16	CCOc1ccc(C(=O)Nc2cc(C)on2)cc1OCC	0%	13%	0%	-3%	-14%
17	O=C(NCCN1CCN(c2ccccc2Cl)CC1)Nc1ccccc1	-6%	98%[activator]	-2%	-30%	-12%
18	Cc1cc(C)cc(Nc2ncnc3nc[nH]c23)c1	-4%	18%	3%	4%	-4%
19	Cc1n[nH]c(=S)c2nn(-c3cccc(Cl)c3)c(C)c12	0%	/	10%	6%	/
20	CC(=O)c1sc2nsc(SCCN3CCOCC3)c2c1N	-9%	-10%	11%	-36%	6.3µM*
21	CCOC(=O)c1ccc(NC(=O)CSc2nc3c(c(=O)[nH]2)CN(Cc2ccccc2)CC3)cc1	-7%	11%	8%	-8%	-14%
22	Cc1nc2ccc(S(=O)(=O)NCC(=O)NCCN3CCCCC3C)cc2s1 (configuration not stated)	5%	4%	9%	-4%	-16%
23	CCN(CC)c1nc(-c2ccccc2Cl)c2cc(Br)ccc2n1	-7%	20%	-1%	321%[activator]	312%[activator]
24	Cc1ccc2c(c1)N(CC(=O)NC1CCCC1)C(=O)c1cccnc1O2	-3%	9%	2%	14%	-1%
25	CSc1ccc(NC(=O)NCCCN2CCC(Cc3ccccc3)CC2)cc1	3%	10%	?	40µM*	?
26	CCc1ccc(-n2c(=O)c3sc4ccccc4c3n(CC(=O)N3CCCC3)c2=O)cc1	-2%	39%[activator]	-4%	-4%	-6%
27	CCCNc1nc(Cl)nc(NCc2cccnc2)n1	-5%	-1%	18%	2%	-5%
28	O=C(C1CC(c2ccc(F)cc2)=NO1)N1CCc2ccccc2C1 (configuration not stated)	2%	23%	-9%	3%	-22%
29	O=C(O)c1ccc(NC(=O)C2CCCCC2)cc1	-3%	35%[activator]	0%	-5%	-12%
30	CCOc1ccccc1-n1c(SCC(N)=O)nnc1-c1cccnc1	5%	-11%	4%	10%	8%

#	APEX1 inh	G9a inh	POLK inh	POLH inh
16	6%	-1%[59 µM]	-4%	9%
17	4%	/	-1%	-20%
18	0%	19%	11%	-20%
19	3%	?	/	/
20	-16%	0.79µM*	-9%	3%
21	/	-1%[59 µM]	-10%	-14%
22	0%	-8%	-4%	8%
23	/	305%[activator][59 µM]	-4%	-19%
24	1%	/	22%	-17%
25	-21%	?	-2%	-20%
26	/	5%[59 µM]	2%	-16%
27	4%	-46%	-11%	-11%
28	-4%	14%	2%	-12%
29	-2%	-11%	-16%	-3%
30	15%	?	1%	-5%

Random excerpt: 6 compounds from above
#	canonical_smiles	BLM inh	POLI inh	Pol beta inh	BAZ2B block	JMJD2A Tudor
17	O=C(NCCN1CCN(c2ccccc2Cl)CC1)Nc1ccccc1	-6%	98%[activator]	-2%	-30%	-12%
24	Cc1ccc2c(c1)N(CC(=O)NC1CCCC1)C(=O)c1cccnc1O2	-3%	9%	2%	14%	-1%
28	O=C(C1CC(c2ccc(F)cc2)=NO1)N1CCc2ccccc2C1 (configuration not stated)	2%	23%	-9%	3%	-22%
23	CCN(CC)c1nc(-c2ccccc2Cl)c2cc(Br)ccc2n1	-7%	20%	-1%	321%[activator]	312%[activator]
22	Cc1nc2ccc(S(=O)(=O)NCC(=O)NCCN3CCCCC3C)cc2s1 (configuration not stated)	5%	4%	9%	-4%	-16%
20	CC(=O)c1sc2nsc(SCCN3CCOCC3)c2c1N	-9%	-10%	11%	-36%	6.3µM*

#	APEX1 inh	G9a inh	POLK inh	POLH inh
17	4%	/	-1%	-20%
24	1%	/	22%	-17%
28	-4%	14%	2%	-12%
23	/	305%[activator][59 µM]	-4%	-19%
22	0%	-8%	-4%	8%
20	-16%	0.79µM*	-9%	3%

Other compounds.
#	canonical_smiles	BLM inh	POLI inh	Pol beta inh	BAZ2B block	JMJD2A Tudor
31	CCOC(=O)N1CCN(C(c2ccc(C(C)C)cc2)c2sc3nc(C)nn3c2O)CC1 (configuration not stated)	-8%	16%	3%	1%	-20%
32	S=C(NCc1cccc(Cl)c1)NCc1ccco1	-3%	?	1%	-30%	-25%
33	CCOC(=O)N1CCC(n2c(SCC(=O)OCc3ccccc3)nc3ccsc3c2=O)CC1	-9%	8%	0%	-2%	-18%
34	CC(=O)c1ccc(NC(=O)COC(=O)CCC2CCCC2)cc1	/	46%[activator]	/	/	-1%
35	NC(=O)C1CCN(C(=O)COc2ccc3ccc(=O)oc3c2)CC1	-2%	32%[activator]	9%	15%	-7%
36	CSCCC(NC(=O)c1ccc(Cl)cc1Cl)C(=O)OC1CCCCC1=O (configuration not stated)	/	21%	/	-30%	-5%
37	CCc1nnc(NC(=O)CSc2nnc(-c3ccco3)n2C)s1	-2%	?	7%	/	1%
38	COc1ccccc1NC(=S)N(CCCN1CCOCC1)Cc1ccccn1	-2%	143%[activator]	4%	8%	-7%
39	N#Cc1cccc(NC(=O)CCn2ccnc2)c1	0%	-1%	14%	-8%	-7%
40	COc1cc(C(=O)Nc2cc(OC)c(OC)c(OC)c2)ccc1OCc1c(C)noc1C	/	72%[activator]	/	/	-14%
41	Cc1cnn(CCC(=O)NNC(=S)Nc2ccc(F)cc2)c1	-1%	5%	2%	3%	-9%
42	O=[N+]([O-])c1ccc(N2CCCCC2)cn1	-1%	-3%	-11%	-16%	-16%
43	CC1CCN(c2nc(-c3ccco3)c3c(c2C#N)CC(C)(C)OC3)CC1	-7%	?	0%	10%	1%
44	COCCn1c(C)cc(/C=C2/SC(=O)N(CC(=O)N3CCCC3)C2=O)c1C	-6%	80%[activator]	36%	-12%	-7%
45	O=[N+]([O-])c1cc(F)cc(F)c1Nc1cc(F)cc(F)c1	/	-2%	/	/	45µM*
46	CCN(CCN(C)C)C(=O)c1ccc2c(c1NCCO)C(=O)c1ccccc1C2=O	18µM*	29%	4%	50µM*	-28%

#	APEX1 inh	G9a inh	POLK inh	POLH inh
31	6%	2%	-3%	-22%
32	11%	/	-6%	-9%
33	-4%	-3%	-6%	-14%
34	13%	/	-6%	-23%
35	-4%	/	20%	1%
36	-11%	-5%	-1%	-11%
37	11%	17%[59 µM]	-5%	-11%
38	19%	12%[59 µM]	6%	-12%
39	2%	2%	-6%	3%
40	-9%	/	-20%	-18%
41	-3%	-1%	-3%	5%
42	0%	22%	4%	-2%
43	-9%	?	-13%	-4%
44	2%	-7%	2%	-7%
45	/	/	-19%	-9%
46	8%	16µM*	-5%	?

Assay outcomes (PubChem)
